# Screening results from PubChem.
# PG9 Ab binder: binders of HIV-1 gp120 antibody PG9, primary screen, biochemical, TR-FRET | HIV-1 gp120 / PG9 antibody interaction | TR-FRET gp120-PG9 antibody binding | inhibition, % at 6.7 µM | 360,000 tested, 0.43% active; in the data active = inhibition above about 8.5%
# SMARCA2 activ: SMARCA2 (BRM) function activators, primary screen, cell-based, luminescence, high throughput; activation, % at 9.1 µM; 370,000 tested, 1% active; MG213 cells, MMTV-luciferase reporter, dexamethasone, overnight; in the data active = activation above about 7.8%;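 note: 0% = vehicle wells and 100% = reference activator wells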
# ABHD4 inh: ABHD4 inhibitors, primary screen, biochemical, fluorescence polarization, mouse | inhibition, % at 8.92 µM | AID 720543, 2013 | purified mABHD4, FP-Rh probe fluorescence polarization | (Lyso)-N-acylphosphatidylethanolamine lipase (Mus musculus), Q8VD66 | 370,000 tested, 0.54% active;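 active = inhibition exceeding the mean over every tested compound plus 3 SD, cut at about 30% in these data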;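 note: 0% = plate median of compound wells and 100% = S159A mutant with DMSO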
#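 assay system = mABHD4 protein | compound dosing = single nominal dose of 8.92 µM, 0.89% DMSO final | read-out basis = percent inhibition of probe binding, normalized to plate controls | schedule = Enzyme–compound pre-incubation 45 min, then probe 60 min, both 25 °C | detection = fluorescence polarization, excitation 525 nm, emission 598 nm, BODIPY TMR filters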
# HTRA1 inh: HTRA1 serine protease inhibitors, primary screen, biochemical, fluorescence polarization, HTS. Q92743. recombinant HTRA1, FP-rhodamine activity-based probe. inhibition, % at 5.96 µM. 340,000 tested, 0.5% active. AID 504803, 2011; in the data active = inhibition above about 36%;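 note: 0% = enzyme with DMSO and 100% = wells lacking enzyme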
# rCAG RNA binder: binders of r(CAG) RNA repeats, primary screen, biochemical, fluorescence. r(CAG) RNA repeat, TO-PRO-1 dye displacement fluorescence. inhibition, % at 3 µM. 370,000 tested, 1.3% active;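 active = inhibition above the plate cutoff, the mean of all test compounds on that plate plus 3 SD, cut at about 35% in these data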;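 note: 0% = DMSO alone and 100% = 100 µM mitoxantrone as full dye displacement; higher means more dye released from RNA so lower well fluorescence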
# ARFGAP1 inhibitor: inhibitors of rat ARFGAP1 GAP activity, primary screen, biochemical, fluorescence polarization, GDP tracer; inhibition, % at 16.5 µM; Arfgap1-stimulated ARF1 GTP hydrolysis, GDP FP detection; ADP-ribosylation factor GTPase-activating protein 1 (Rattus norvegicus), Q62848; 360,000 tested, 0.26% active;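 active = inhibition above a per-plate limit, mean inhibition of low control wells plus 3 SD, cut at about 25% in these data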;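 note: 0% = DMSO wells with enzyme and 100% = wells lacking Arfgap1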
#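 Replicates: Single well per compound | Assay system: Truncated rat Arfgap1 GAP domain | Control set: No-Arfgap1 wells (100%) versus DMSO full-reaction wells (0%) | Times: Enzyme reaction 120 min at 25 °C after 20 min preincubation | Reagent: Human ARF1(Δ1-17)-GTP substrate | Measured by: Tracer-displacement fluorescence polarization with EDTA stop, 620/688 nm | Measure: Percent inhibition of Arfgap1-stimulated GTP hydrolysis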
# NPR2 activator: human GC-B receptor activators, primary screen, HEK293 GC-B cells, cGMP TR-FRET, EC30 CNP | 0% at EC30 CNP, 100% saturating CNP | Atrial natriuretic peptide receptor 2 (Homo sapiens), P20594 | activation, % at 10 µM | 370,000 tested, 0.11% active;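 active = activation at 10 µM reaching about 35% in either raw or pattern-adjusted values, limit read from the data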
# Target sequence (P20594 whole entry, looked up): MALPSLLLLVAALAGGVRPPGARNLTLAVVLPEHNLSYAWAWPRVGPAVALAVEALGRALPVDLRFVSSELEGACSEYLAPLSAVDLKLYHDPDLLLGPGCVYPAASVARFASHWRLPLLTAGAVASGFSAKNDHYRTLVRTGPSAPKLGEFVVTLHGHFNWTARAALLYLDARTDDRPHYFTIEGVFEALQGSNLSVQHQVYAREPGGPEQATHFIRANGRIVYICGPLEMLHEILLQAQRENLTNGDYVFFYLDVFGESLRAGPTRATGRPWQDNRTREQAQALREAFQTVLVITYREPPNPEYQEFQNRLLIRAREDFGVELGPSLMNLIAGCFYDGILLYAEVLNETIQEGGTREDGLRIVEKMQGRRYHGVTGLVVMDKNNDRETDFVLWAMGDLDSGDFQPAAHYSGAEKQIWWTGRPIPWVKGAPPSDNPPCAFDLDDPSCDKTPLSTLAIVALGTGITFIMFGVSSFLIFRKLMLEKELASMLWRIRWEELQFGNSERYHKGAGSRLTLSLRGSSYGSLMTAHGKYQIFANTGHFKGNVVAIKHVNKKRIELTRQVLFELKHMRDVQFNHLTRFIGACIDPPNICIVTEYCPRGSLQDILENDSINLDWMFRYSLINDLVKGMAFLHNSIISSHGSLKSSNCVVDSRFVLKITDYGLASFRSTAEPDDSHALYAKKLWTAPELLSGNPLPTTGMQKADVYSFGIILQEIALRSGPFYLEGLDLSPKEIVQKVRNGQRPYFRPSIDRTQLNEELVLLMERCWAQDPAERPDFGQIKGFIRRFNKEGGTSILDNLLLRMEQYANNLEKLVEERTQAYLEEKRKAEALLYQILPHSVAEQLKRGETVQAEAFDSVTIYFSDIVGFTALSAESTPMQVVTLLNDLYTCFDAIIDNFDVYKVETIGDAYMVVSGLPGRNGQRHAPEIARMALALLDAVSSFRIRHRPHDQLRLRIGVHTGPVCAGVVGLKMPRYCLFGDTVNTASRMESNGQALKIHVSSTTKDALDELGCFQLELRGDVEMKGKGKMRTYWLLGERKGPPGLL
# NPR1 activator: GC-A stimulated cGMP production enhancers – HEK293 GC-A cells, cGMP TR-FRET, EC30 ANP, primary screen. activation, % at 10 µM. Atrial natriuretic peptide receptor 1 (Homo sapiens), P16066. 370,000 tested, 0.14% active. 0% at EC30 ANP, 100% saturating ANP; in the data active = activation above about 40%
# Rev-erbA mod: modulators of Rev-erb alpha DNA binding, primary screen, biochemical, FITC-DNA, fluorescence polarization, uHTS; Nuclear receptor subfamily 1 group D member 1 (Homo sapiens), P20393; Rev-erbα–FITC-DNA binding, 90 min; activity, % at 10 µM; 370,000 tested, 0.79% active;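 active = activity above about 14%, limit read from the data; passing the limit was not always enough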;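 note: 0% = DMSO wells with 35 nM protein and 100% = DMSO wells with 750 nM protein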
# ASAP1 GAP inh: inhibitors of human ASAP1 ArfGAP activity, primary screen, biochemical, fluorescence polarization | ASAP1-stimulated ARF1 GTP hydrolysis, GDP FP detection | 360,000 tested, 0.19% active | Arf-GAP with SH3 domain, ANK repeat and PH domain-containing protein 1 (Homo sapiens), … | AID 624377, 2012 | inhibition, % at 16.5 µM; in the data active = inhibition above about 25%;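 note: 0% = vehicle with enzyme and substrate and 100% = no enzyme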
# * hit, by the source's call; x = not tested or not shown. Compounds were not picked by outcome; 4.4% or so of the library scored in one or more.
SMILES,PG9 Ab binder,SMARCA2 activ,ABHD4 inh,HTRA1 inh,rCAG RNA binder,ARFGAP1 inhibitor,NPR2 activator,NPR1 activator,Rev-erbA mod,ASAP1 GAP inh
O=C(Nc1nnc([C@@H]2O[C@H](CO)[C@@H](O)[C@H]2O)s1)Nc1cccc2c1CCCC2,-0.9,-1,-2,x,4,0,-4,-2,-2,-14
COc1cccc(CNC(=O)C2(C)CCCN2C(=O)C(C)C)c1 (configuration not stated),0.4,5,-2,x,3,2,4,5,-2,17
CCn1nc(C)c(CNC(=O)c2cc(COc3ccc(C)nc3)on2)c1C,1.1,-3,4,1,-6,8,10,5,9,10
CCOC(=O)c1c(-c2ccc(F)cc2)csc1NC(=O)CCN1CCOCC1,-1.7,-3,2,-2,0,6,2,4,-3,-6
Cc1ccc(COc2ccsc2C(=O)NN)cc1,-0.7,2,-20,-60,6,-13,-1,4,-8,-7
COc1cccc(-c2cc3nc4c(c(NCC(C)(C)CN(C)C)n3n2)CCCC4)c1,-0.6,-3,1,-20,-7,5,-4,3,-3,10
CCn1cc(CNC(=O)CC2C(=O)NCCN2CC(c2ccccc2)c2ccccc2)cn1 (configuration not stated),-0.7,-1,1,6,-3,10,3,4,-5,4
COc1ccc(-n2ccnc2SCC(=O)NCc2ccc(F)cc2)c(OC)c1,-2.0,-6,4,-2,-8,-6,-2,-7,-2,6
CN1CCc2nc(NC(=O)c3cccc(OC(F)F)c3)sc2C1,2.2,-2,-1,-20,15,10,1,2,-7,6
CCN(CC(=O)Nc1ccc(NC(C)=O)cc1)C(=O)CC1OC(=O)c2ccccc21 (configuration not stated),-1.2,-2,0,-2,1,-4,0,1,3,-2
CCn1cc(-c2nnnn2-c2ccc(Cl)cc2)c(=O)c2ccccc21,1.6,-2,-2,0,-2,-1,-4,-5,-1,6
CNc1cc(N2CCCCCC2)ccc1[N+](=O)[O-],-1.3,-1,-3,-13,0,-3,-7,0,9,-4
Cc1cc(C)c2c(CN3CCC(C)CC3)cc(=O)oc2c1,-0.6,4,3,-12,-3,3,-1,-4,7,1
C=CCOc1ccc(C(=O)Nc2ccccc2C(=O)NCc2cccnc2)cc1,0.1,-2,-11,-19,2,8,-2,-5,0,11
CCCCC(=O)Nc1ccc(C(=O)Nc2nc(CC(=O)OCC)cs2)cc1,-0.2,-3,-7,-37,4,-5,5,2,-2,18
Clc1ccc(Sc2ccc(/C=N/n3cnnc3)o2)cc1,-0.1,0,0,-6,-4,-1,x,x,x,7
Cn1c(C(=O)OCC(=O)NCc2cccs2)cc2sccc21,9.6*,5,-5,1,-3,-2,2,-4,7,5
CCNC(=O)c1ccc2c(c1)C1C3CCC(C3)C1C(c1ccccc1)N2 (configuration not stated),0.7,-4,-5,-15,-4,0,4,5,-3,8
O=C1NC(=S)NC1=Cc1ccc(Cl)cc1Cl,-2.0,-3,4,-1,4,-3,0,-2,2,5
CCC(=O)Nc1cccc(NC(=O)c2ccc3c(c2)OCO3)c1,-1.8,2,6,5,-1,-2,2,2,-1,1
CN1C(=O)CC(N2CCN(C(=O)CN3CCCC3)CC2)C1=O (configuration not stated),-1.4,-3,-2,-1,4,-3,1,0,-1,-2
COc1ccccc1-c1cc(NC=O)c2ncc(-c3cccc(C(=O)N(C)C)c3)n2c1,0.7,0,3,x,7,-2,11,-2,-3,-2
COc1ccc(CN(C)[C@H]2C[C@H]3c4[nH]c5ccccc5c4CCN3C[C@H]2[C@H](C)O)cc1,-3.3,-2,0,-2,1,4,-4,-4,5,1
Cc1ccc(C(=O)N2CC(C)OC(C)C2)c(Cl)c1 (configuration not stated),2.6,0,3,2,-1,2,1,7,5,-9

# An excerpt of these results, with values under each structure:
# Fields: PG9 Ab binder	SMARCA2 activ	ABHD4 inh	HTRA1 inh	rCAG RNA binder	ARFGAP1 inhibitor	NPR2 activator	NPR1 activator	Rev-erbA mod	ASAP1 GAP inh
CCn1cc(-c2nnnn2-c2ccc(Cl)cc2)c(=O)c2ccccc21
  1.6	-2	-2	0	-2	-1	-4	-5	-1	6
CNc1cc(N2CCCCCC2)ccc1[N+](=O)[O-]
  -1.3	-1	-3	-13	0	-3	-7	0	9	-4
Cc1cc(C)c2c(CN3CCC(C)CC3)cc(=O)oc2c1
  -0.6	4	3	-12	-3	3	-1	-4	7	1
C=CCOc1ccc(C(=O)Nc2ccccc2C(=O)NCc2cccnc2)cc1
  0.1	-2	-11	-19	2	8	-2	-5	0	11
CCCCC(=O)Nc1ccc(C(=O)Nc2nc(CC(=O)OCC)cs2)cc1
  -0.2	-3	-7	-37	4	-5	5	2	-2	18
Clc1ccc(Sc2ccc(/C=N/n3cnnc3)o2)cc1
  -0.1	0	0	-6	-4	-1	x	x	x	7
Cn1c(C(=O)OCC(=O)NCc2cccs2)cc2sccc21
  9.6*	5	-5	1	-3	-2	2	-4	7	5
CCNC(=O)c1ccc2c(c1)C1C3CCC(C3)C1C(c1ccccc1)N2 (configuration not stated)
  0.7	-4	-5	-15	-4	0	4	5	-3	8
O=C1NC(=S)NC1=Cc1ccc(Cl)cc1Cl
  -2.0	-3	4	-1	4	-3	0	-2	2	5
CCC(=O)Nc1cccc(NC(=O)c2ccc3c(c2)OCO3)c1
  -1.8	2	6	5	-1	-2	2	2	-1	1
CN1C(=O)CC(N2CCN(C(=O)CN3CCCC3)CC2)C1=O (configuration not stated)
  -1.4	-3	-2	-1	4	-3	1	0	-1	-2
COc1ccccc1-c1cc(NC=O)c2ncc(-c3cccc(C(=O)N(C)C)c3)n2c1
  0.7	0	3	x	7	-2	11	-2	-3	-2
COc1ccc(CN(C)[C@H]2C[C@H]3c4[nH]c5ccccc5c4CCN3C[C@H]2[C@H](C)O)cc1
  -3.3	-2	0	-2	1	4	-4	-4	5	1
Cc1ccc(C(=O)N2CC(C)OC(C)C2)c(Cl)c1 (configuration not stated)
  2.6	0	3	2	-1	2	1	7	5	-9

# New compounds follow:
SMILES,PG9 Ab binder,SMARCA2 activ,ABHD4 inh,HTRA1 inh,rCAG RNA binder,ARFGAP1 inhibitor,NPR2 activator,NPR1 activator,Rev-erbA mod,ASAP1 GAP inh
NC(=O)c1ccsc1NC(=O)COC(=O)c1ccccc1F,0.6,-1,-1,-3,5,6,0,1,-4,-12
CCOC(=O)C1CCCN(C(=O)CNC(=O)Cn2ccc3ccccc3c2=O)C1 (configuration not stated),-0.9,0,5,6,-6,1,1,1,-2,-2
CCOC(=O)N1CCC(NC(=O)C2CCN(Cc3nc(-c4ccc(CC)cc4)oc3C)CC2)CC1,-1.5,-3,0,-2,1,2,0,-3,3,2
CC(C)CN1C(=O)[C@@]2(CC(=O)N(C)C2c2ccccc2)c2cc(-n3cc(C(C)(C)O)nn3)ccc21 (some centres not stated),x,-2,-2,x,-2,x,0,2,-3,x
Cc1cc(C)c(NC(=O)C2CC(=O)N(Cc3ccccc3)C2)c(C)c1 (configuration not stated),-0.7,-5,-1,-4,-3,-7,3,1,0,-2
CN(C)c1ccc(/C=N/N=C2/SC(CC(=O)O)C(=O)N2c2ccc(O)cc2)cc1 (configuration not stated),-8.7,-1,2,0,16,2,3,4,-2,-1
C[C@H](CO)N1C[C@H](C)[C@@H](CN(C)C(=O)Nc2cccc(Oc3ccccn3)c2)OCc2cn(nn2)CCCC1=O,1.6,-2,3,x,0,5,-2,-1,-3,-12
Cc1ccc(S(=O)(=O)N(CC(=O)NCCC2=CCCCC2)Cc2ccccc2F)cc1,2.8,0,-6,-49,1,-9,-6,-5,1,11
CC(C)CC(=O)N1CCN(C(=O)CCC2CCCC2)CC1,0.1,1,-14,1,-3,8,-1,-3,-3,6
C/C(=N\NC(=O)CCn1nc(C)cc1C)C(C)(C)C,0.0,-2,1,1,-5,9,0,0,7,-1
CC1(C)c2ccccc2N2CCC(=O)NC21/C=C/c1ccco1 (configuration not stated),-0.1,2,-9,9,0,-2,-3,-2,-7,-3
C/C=C\C=C/C(=O)Nc1cccc(C2=NOC3(C2)C[C@@H](C(N)=O)N(C(=O)C2(C)CC2)C3)c1 (some centres not stated),-0.2,1,-21,0,18,16,-1,-1,-2,-6

# Single records, from the list above. Order of screens: PG9 Ab binder, SMARCA2 activ, ABHD4 inh, HTRA1 inh, rCAG RNA binder, ARFGAP1 inhibitor, NPR2 activator, NPR1 activator, Rev-erbA mod, ASAP1 GAP inh
# Record of CC(C)CC(=O)N1CCN(C(=O)CCC2CCCC2)CC1 : 0.1, 1, -14, 1, -3, 8, -1, -3, -3, 6
# Record of Cc1cc(C)c(NC(=O)C2CC(=O)N(Cc3ccccc3)C2)c(C)c1 (configuration not stated) : -0.7, -5, -1, -4, -3, -7, 3, 1, 0, -2

# New compounds follow.
SMILES,PG9 Ab binder,SMARCA2 activ,ABHD4 inh,HTRA1 inh,rCAG RNA binder,ARFGAP1 inhibitor,NPR2 activator,NPR1 activator,Rev-erbA mod,ASAP1 GAP inh
COC(=O)C1=CO[C@@H](O)C2C(CO)=CCC12 (some centres not stated),-0.1,1,3,-1,3,-2,3,2,-3,-13
O=c1cc(CSc2n[nH]c(-c3ccncc3)n2)nc2sccn12,-1.4,-1,1,-3,10,9,-1,-6,-14,-11
COc1cc(O)c(/C=N/NC(=O)c2ccncc2)c(OC)c1[N+](=O)[O-],0.7,-2,14,10,4,-9,2,-10,5,4
O=C(O)c1ccc(S(=O)(=O)NC2CC2)cc1,-0.2,-1,0,1,-2,-1,1,1,-7,11
CCC(CC)N1CCN(S(=O)(=O)c2ccc(OC)cc2)CC1,-1.1,0,8,-7,-3,2,0,2,0,0
